Rtt109 HAT inh – inhibitors of Candida albicans Rtt109/Vps75 histone acetyltransferase; Q5AAJ8; purified Rtt109/Vps75, ThioGlo CoA-SH fluorescence, 4 h; inhibition, % at 34.9 µM; 0.16% of 330,000 active;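 active means inhibition of at least 50% in every replicate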
Target sequence (Q5AAJ8 whole entry, looked up): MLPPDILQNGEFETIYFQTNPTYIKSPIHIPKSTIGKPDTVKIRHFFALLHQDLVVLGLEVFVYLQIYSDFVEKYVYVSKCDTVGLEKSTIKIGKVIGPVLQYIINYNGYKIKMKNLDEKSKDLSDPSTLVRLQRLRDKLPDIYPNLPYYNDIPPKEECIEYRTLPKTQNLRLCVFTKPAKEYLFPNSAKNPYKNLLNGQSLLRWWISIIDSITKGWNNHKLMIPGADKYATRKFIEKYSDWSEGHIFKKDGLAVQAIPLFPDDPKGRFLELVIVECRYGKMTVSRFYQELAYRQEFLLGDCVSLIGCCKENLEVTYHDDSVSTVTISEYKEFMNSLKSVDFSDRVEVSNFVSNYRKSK
CAL PDZ FP-1 – inhibitors of human CAL PDZ peptide binding; Q9HD26; purified CAL PDZ, TMR-peptide fluorescence polarization, 1 h; inhibition, % at 24.9 µM; 0.92% of 300,000 active; AID 602252;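 active means mean inhibition of at least 30% with at least half of replicates also reaching 30%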;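 further: 0% = DMSO neutral control and 100% = excess unlabeled competitor peptide PRC23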
Tat transport – E. coli Tat transport inhibition | AID 488895 | inhibition, % at 10 µM | E. coli MC4100 TorA-mCherry Tat export, fluorescence | 0.036% of 340,000 active;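 active means mean replicate inhibition at least 50% and at least half of replicates individually reaching 50%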;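 further: exported cargo escapes ClpAP degradation while cytoplasmic cargo is degraded and loses fluorescence; 0% = median of neutral control wells and 100% = median of NaSCN control wells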
MITF TRPM1 HTS – increases MITF-driven TRPM1 promoter luciferase signal. SK-MEL-5 TRPM1-promoter luciferase, 24 h; % of positive control, neutral wells = 0. activation, % at 12.5 µM. 0.75% of 300,000 active. AID 588334;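 active means mean activation of at least 80% with every replicate also reaching 80%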;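 further: 0% = neutral control wells and 100% = parthenolide positive control wells; values of inactives mirror those of a sister screen read the other way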
dFosB act – mouse delta FosB homodimer activation; purified delta FosB, TAMRA-CDK5 oligo fluorescence polarization; percent of positive-control signal above neutral wells; 0.99% of 340,000 active; P13346; AID 493131; activation, % at 25 µM;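 active means mean activation above about 17%, with every replicate also reaching it, limit read from the data, passing the limit was not always enough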;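 further: fluorescence polarization rise as delta FosB binds a TAMRA Cdk5 AP-1 oligo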
Target sequence (P13346 whole entry, looked up): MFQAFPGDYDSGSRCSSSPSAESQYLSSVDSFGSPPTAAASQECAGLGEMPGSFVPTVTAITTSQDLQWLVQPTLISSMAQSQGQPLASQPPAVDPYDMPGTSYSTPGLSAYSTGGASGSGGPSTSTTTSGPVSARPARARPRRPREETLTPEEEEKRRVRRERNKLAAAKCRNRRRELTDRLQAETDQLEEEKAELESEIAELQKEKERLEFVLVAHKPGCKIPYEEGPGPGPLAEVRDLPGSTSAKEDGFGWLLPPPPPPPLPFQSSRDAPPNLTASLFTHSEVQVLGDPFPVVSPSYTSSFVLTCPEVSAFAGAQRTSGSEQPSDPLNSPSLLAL
CAL PDZ FP-2 – blocks peptide binding to human CAL PDZ domain | purified CAL PDZ, TMR-peptide fluorescence polarization, 1 h | inhibition, % at 20 µM | 0.02% of 330,000 active | AID 504414;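 active means highest replicate inhibition of at least 40%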;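 further: plate controls were DMSO neutral control wells for no effect and unlabeled competitor peptide control wells for full effect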
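Read-out basis: mP drop reported as inhibition | Assay system: Tagged CAL PDZ protein CerCALP, purified | Benchmarks: Unlabelled peptide for full inhibition, DMSO wells as neutral | Schedule: 1 h incubation at room temperature before polarization reading | Buffer or medium: Sodium phosphate/NaCl buffer pH 7.4 with TCEP, IgG, Thesit | Doses: Single point, 20 µM | Measured by: Fluorescence polarization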
Wnt bcat act – activators of Wnt/beta-catenin signaling | Wnt/beta-catenin reporter cell assay, activator, plate reader | activation, % at 9.35 µM | 1.2% of 300,000 active | AID 743398; in the data active means activation above about 30%, passing the limit was not always enough;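 further: 0% = neutral control wells and 100% = positive control wells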
CDK5 p35 inh – blocks human CDK5/p35 kinase activity. Recombinant CDK5/p35, ADP-Glo luminescence, 60 min. AID 488839. inhibition, % at 10 µM. Q00535+Q15078. 0.01% of 330,000 active;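 active means highest replicate inhibition of at least 50% and at least 75% of replicates reaching 50%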;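 further: plate controls were DMSO neutral control for no effect and GW8510 at 10 µM for full effect; many of its hits are not listed in these tables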
V-ATPase pH – regulators of yeast V-ATPase proton transport; S. cerevisiae, pHLuorin cytosolic pH fluorescence; response, % at 10 µM; 0.37% of 350,000 active; in the data active means response mostly above about 7.3%, no sharp cut-off; inactive means mostly below about 5.4%; further: actives read high; inactives centre near 0; some compounds called inactive have numbers as strong as hits
RTF Ca sens act – increases calcium sensitivity of human cardiac regulated thin filaments | P19429+P45379 | IANBD-labeled TnC RTF fluorescence at EC20 calcium; 0% EC20 calcium, 100% full calcium | activation, % at 7.2 µM | 0.24% of 340,000 active | AID 493008;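 active means activation above the mean over all tested compounds plus 3 SD, cut at about 30% in these data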;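 further: rise in fluorescence read as greater calcium sensitivity of cardiac thin filaments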
Numbers without * were called inactive; x = no result given; & = joins results of further samples.

SMILES	Rtt109 HAT inh	CAL PDZ FP-1	Tat transport	MITF TRPM1 HTS	dFosB act	CAL PDZ FP-2	Wnt bcat act	CDK5 p35 inh	V-ATPase pH	RTF Ca sens act
CC(=O)Nc1ccc(S(=O)(=O)NCCC(=O)N2CCN(c3ccccc3Cl)CC2)cc1	0	-3	-4	-1	-1	0.1	-1	1.6	-4	-1
Cc1nc(C)c(CCNC(=O)c2ccc(C(F)(F)F)cc2)s1	4	-5	-4	-1	-3	0.0	-8	-1.8	1	5
COc1ccc(Cl)cc1C(=O)NNC(=O)COC(=O)CC(NC(C)=O)c1ccccc1 (configuration not stated)	-1	-4	3	-8	-10	1.1	x	-3.3	3	-1
COc1ccc(Cl)cc1NC(=O)CS(=O)(=O)c1cccc2nsnc12	-13	2	2	-4	-13	-2.3	-5	0.4	1	7
CCOc1cc(C(=O)Nc2cnccn2)cc(OCC)c1OCC	-14	x	0	-3	-13	-1.6	x	0.3	-3	-3
CC1CCCN(CCCNC(=O)c2ccc3c(c2)N(Cc2ccc(F)cc2)C(=O)c2ccccc2S3=O)C1 (configuration not stated)	16	-7	4	-6	2	-2.8	6	1.3	-4	-1
CCc1cc(=O)oc2c3c(cc(OCC(=O)NCCCCCC(=O)O)c12)OC(C)(C)CC3	6	-7	-1	5	3	-1.2	0	0.0	-2	-5
CC(C)c1csc2nc3n(c(=O)c12)CCCCC3	-3	-1	-7	4	-9	-0.6	0	0.9	0	-1
COc1ccc(C(=O)Nn2cnc3ccccc3c2=O)cc1[N+](=O)[O-]	-10	0	-2	4	-2	-0.6	5	1.6	0	-1
O=C(Nc1ccc(Cl)cc1)N1CC=CCC1	-8	x	3	x	-3	-0.9	-3	1.0	1	8
O=C(COc1ccc2c(-c3ccccc3)cc(=O)oc2c1)NCCCn1ccnc1	17	-2	-4	-6	-8	-2.5	-2	-0.1	1	0
COc1ccc(-n2c(SCC(C)=O)nc3sc(C)c(C)c3c2=O)cc1	5	x	4	2	1	0.3	-2	-0.1	3	2
CCCNC(=O)c1cc(-c2ccc(OC)cc2)n(CCCOC)c1C	9	-2	-9	3	2	-0.2	-2	-0.4	-5	-3
CC(=O)N[C@@H](Cc1c[nH]c2ccccc12)C(=O)OCc1ccc(C#N)cc1	-5	-2	4	-5	-4	-2.2	3	-2.2	0	-3
COc1ccc(/C=C/C(=O)Oc2ccc(/C=N/NC(=O)c3ccncc3)cc2)cc1	4	3	-16	-1	22*	-3.2	-1	-1.1	0	3
CCn1c(=O)cc(SCC(=O)Nc2cccnc2)c2ccccc21	-6	-3	2	6	-17	x	x	-1.2	-1	-5
Cc1cc(C(=O)N/N=C2\CCCC(=O)C2)c(C)n1-c1ccccc1	28	-3	-4	24	-8	-0.5	x	x	2	4
Clc1c(Cl)c(Cl)c2n[nH]nc2c1Cl	0	79*	-2	-1	0	-1.9	-1	1.1	-1	-1
CCNC(=O)COC(=O)CCC(=O)c1cccs1	-4	0	-10	-12	-5	0.4	0	0.5	0	-7
COc1ccc(CCNC(=O)C2CCCN(S(=O)(=O)c3ccc(F)cc3)C2)cc1OC (configuration not stated)	2	2	8	-2	-9	-1.5	-3	-0.3	-3	-6
CCOc1ccccc1C(=O)NCC(=O)NCCCc1ccccc1	-5	-2	1	2	-3	1.9	0	-3.6	-1	0
O=C(C[C@@H]1C/C=C\CCCC(=O)OC[C@@H]2CCCN2C1=O)N[C@@H](CO)Cc1ccccc1	-5	2	-6	2	-8	-0.4	2	-3.0	1	4
COCCN(CC1CCCN(C2Cc3ccccc3C2)C1)C(=O)CCC(C)=O (configuration not stated)	1	-4	-6	0	0	-1.1	1	-0.1	-1	-5
CCc1ccccc1NC(=O)CNC(=O)CNC(=O)c1cccs1	-10	-3	0	0	1	-1.0	2	1.4	2	-4
CCC(Oc1ccccc1)C(=O)NCc1cccnc1 (configuration not stated)	5	0	7	x	-8	0.0	2	0.2	-3	2
CCOC(=O)N1CCC(Nc2c(Nc3ccc(F)cc3)c(=O)c2=O)CC1	-7	59*	-1	-6	-3	-0.3	x	1.9	-3	4
O=C(NCc1n[nH]c(=O)c2ccccc12)C1CC(=O)N(c2ccc(Cl)cc2)C1 (configuration not stated)	-4	19	2	5	-4	-3.5	-2	1.5	2	-1
COc1cc(Cl)nn(-c2ccccc2)c1=O	-4	2	-5	1	10	-0.2	0	0.7	0	2
COc1ccc2cc(CCC(C)=O)ccc2c1	-6&-4	0	-4&-5	108*	-4	-0.9	2	1.5	-1	3
O=C(N/N=C1\CC2CC=CC12)c1ccc(Br)cc1 (configuration not stated)	-5	2	10	0	7	-2.4	-1	0.5	8	-5
Cc1cc(C)cc(N(CC(=O)NCc2ccc3c(c2)OCO3)C(=O)CCC(=O)Nc2ccccn2)c1	-19	-1	0	5	5	-0.4	x	-0.3	0	-2
CCOC(=O)C(C)On1c(-n2nc(C)cc2C)nc2ccccc2c1=O (configuration not stated)	-1	-4	5	5	0	0.7	2	0.2	-10	0
CCOc1ccccc1-n1c(SCC(N)=O)nnc1-c1ccc(O)cc1	-2	9	8	-2	-1	-0.9	-4	-0.3	-3	-7
COc1ccc(C(=O)CSc2nc(C(C)(C)C)nc3ccccc23)cc1	-9	-5	7	-1	-6	-0.8	-2	2.0	-2	6
N=C1C=CC(=C(c2ccc(N)cc2)c2ccc(N)cc2)C=C1	7	3	5	-53	-1	2.3	0	2.2	-6	0
COc1ccc(C(C)=O)cc1CSc1nnnn1-c1ccc(O)cc1	2	x	-1	-3	-9	-2.2	1	-0.4	1	-5
CCOC(=O)C1CCN(C(=O)CSCc2nc(-c3ccc(OCC)cc3)oc2C)CC1	-2	0	-6	-18	-15	0.3	x	-0.5	-3	0
CCCNS(=O)(=O)c1cc(Cl)ccc1OC	0	-1	-5	4	4	-0.3	0	4.0	-1	-2
CC(NC(=O)c1ccccc1SCC(=O)N1CCCC1)c1ccc(F)cc1 (configuration not stated)	0	-2	-1	1	-3	-3.4	-1	0.4	-1	-5
COc1ccc(OC)c(NC(=O)c2ccc(S(=O)(=O)N3CCOCC3)cc2)c1	6	-7	3	-1	-8	-1.7	2	0.8	-4	4
CCCCc1nc2cc(C(=O)NCc3cn(C)nc3C)ccc2o1	-5	-4	2	5	-5	-1.9	0	0.5	-1	-1
CCSC1=N/C(=C\c2ccccc2)C(=O)N1	24	61*	-2	7	8	-0.2	2	x	-5	-6
COc1ccc(-c2cccc(C(=O)Nc3ccc(C)cc3)c2)cc1	0	-8	-2	9	1	-0.7	-5	1.4	-1	-5
C=C(C)COc1ccc(-c2ncncc2-c2ccccc2OC)c(O)c1	-6	-3	8	16	-5	-1.9	1	1.0	1	12
O=C1CC(c2ccccc2Cl)CC(O)=C1C=NCCCO (configuration not stated)	-3	-2	-19	-3	-2	x	-2	0.1	0	-6
COc1ccccc1OC(=O)c1ccc(SC)cc1OC	x	4	10	10	-8	-1.1	x	-1.8	-2	-5
CCc1ccccc1NC(=O)N1CCC(NC(=O)C(Cc2ccc(OC)c(OC)c2)NC(C)=O)CC1 (configuration not stated)	0	2	2	-12	-3	-1.9	-2	-0.5	5	8
Cc1nn(C)c(C)c1NC(=O)CCSc1nc(-c2ccco2)cc(C(F)(F)F)n1	3	-2	-2	9	9	0.0	x	1.7	1	4
COC(=O)c1sc(S(=O)(=O)N2CCCCC2)c(C(=O)OC)c1C	6	-1	3	x	-12	-0.5	x	-0.4	-1	4
O=C(NCc1ccco1)c1cccc2c1C(=O)c1ccc(N3CCCC3)cc1S2(=O)=O	5	2	11	8	-3	-0.6	0	-0.1	0	18
Cc1ccc(S(=O)(=O)N2CCCOC2CNC(=O)C(=O)NCc2ccco2)cc1 (configuration not stated)	-8	-1	-1	0	-4	-2.9	-5	-1.4	-1	0
O=C(Nc1ccc(Cl)c(S(=O)(=O)N2CCOCC2)c1)c1ccccc1-c1ccc(C(F)(F)F)cc1	12	0	6	14	1	-1.0	-7	0.7	4	-7
C=CCn1c(SCC(=O)Nc2sccc2C(N)=O)nc2ccccc2c1=O	-7	-7	-14	-7	-1	-0.1	x	0.1	1	-5
COc1ccc(NC(=O)N2CCC(CO)(CC3CCCCO3)CC2)c(OC)c1 (configuration not stated)	-10	-4	-7	-2	-8	0.5	5	-3.7	-2	0
COc1ccc(OC)c(-c2nc(C(=O)NCC3CCCO3)cc3c2[nH]c2ccccc23)c1 (configuration not stated)	8	-15	6	-15	-10	-8.0	-2	-0.8	-3	2

In the list so far, these have fluorine.
SMILES	Rtt109 HAT inh	CAL PDZ FP-1	Tat transport	MITF TRPM1 HTS	dFosB act	CAL PDZ FP-2	Wnt bcat act	CDK5 p35 inh	V-ATPase pH	RTF Ca sens act
Cc1nc(C)c(CCNC(=O)c2ccc(C(F)(F)F)cc2)s1	4	-5	-4	-1	-3	0.0	-8	-1.8	1	5
CC1CCCN(CCCNC(=O)c2ccc3c(c2)N(Cc2ccc(F)cc2)C(=O)c2ccccc2S3=O)C1 (configuration not stated)	16	-7	4	-6	2	-2.8	6	1.3	-4	-1
COc1ccc(CCNC(=O)C2CCCN(S(=O)(=O)c3ccc(F)cc3)C2)cc1OC (configuration not stated)	2	2	8	-2	-9	-1.5	-3	-0.3	-3	-6
CCOC(=O)N1CCC(Nc2c(Nc3ccc(F)cc3)c(=O)c2=O)CC1	-7	59*	-1	-6	-3	-0.3	x	1.9	-3	4
CC(NC(=O)c1ccccc1SCC(=O)N1CCCC1)c1ccc(F)cc1 (configuration not stated)	0	-2	-1	1	-3	-3.4	-1	0.4	-1	-5
Cc1nn(C)c(C)c1NC(=O)CCSc1nc(-c2ccco2)cc(C(F)(F)F)n1	3	-2	-2	9	9	0.0	x	1.7	1	4
O=C(Nc1ccc(Cl)c(S(=O)(=O)N2CCOCC2)c1)c1ccccc1-c1ccc(C(F)(F)F)cc1	12	0	6	14	1	-1.0	-7	0.7	4	-7
